# IDE cell inh: human IDE inhibitors in live cells, primary screen, fluorescence polarization, HEK cells, FAbetaB substrate; Insulin-degrading enzyme (Homo sapiens), P14735; AID 434962, 2010; 320,000 tested, 0.41% active; FAbetaB cleavage; inhibition, % at 5.59 µM;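 active = percent inhibition above the average of all tested compounds plus 3 SD, set per screening campaign, cut at about 16% in these data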;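 also: IDE supplied by intact live HEK cells; FP after avidin binding of uncleaved biotin substrate so inhibition keeps polarization high; 0% = DMSO wells and 100% = 60 µM reference IDE inhibitor Ii1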
# Target sequence (P14735 whole entry, looked up): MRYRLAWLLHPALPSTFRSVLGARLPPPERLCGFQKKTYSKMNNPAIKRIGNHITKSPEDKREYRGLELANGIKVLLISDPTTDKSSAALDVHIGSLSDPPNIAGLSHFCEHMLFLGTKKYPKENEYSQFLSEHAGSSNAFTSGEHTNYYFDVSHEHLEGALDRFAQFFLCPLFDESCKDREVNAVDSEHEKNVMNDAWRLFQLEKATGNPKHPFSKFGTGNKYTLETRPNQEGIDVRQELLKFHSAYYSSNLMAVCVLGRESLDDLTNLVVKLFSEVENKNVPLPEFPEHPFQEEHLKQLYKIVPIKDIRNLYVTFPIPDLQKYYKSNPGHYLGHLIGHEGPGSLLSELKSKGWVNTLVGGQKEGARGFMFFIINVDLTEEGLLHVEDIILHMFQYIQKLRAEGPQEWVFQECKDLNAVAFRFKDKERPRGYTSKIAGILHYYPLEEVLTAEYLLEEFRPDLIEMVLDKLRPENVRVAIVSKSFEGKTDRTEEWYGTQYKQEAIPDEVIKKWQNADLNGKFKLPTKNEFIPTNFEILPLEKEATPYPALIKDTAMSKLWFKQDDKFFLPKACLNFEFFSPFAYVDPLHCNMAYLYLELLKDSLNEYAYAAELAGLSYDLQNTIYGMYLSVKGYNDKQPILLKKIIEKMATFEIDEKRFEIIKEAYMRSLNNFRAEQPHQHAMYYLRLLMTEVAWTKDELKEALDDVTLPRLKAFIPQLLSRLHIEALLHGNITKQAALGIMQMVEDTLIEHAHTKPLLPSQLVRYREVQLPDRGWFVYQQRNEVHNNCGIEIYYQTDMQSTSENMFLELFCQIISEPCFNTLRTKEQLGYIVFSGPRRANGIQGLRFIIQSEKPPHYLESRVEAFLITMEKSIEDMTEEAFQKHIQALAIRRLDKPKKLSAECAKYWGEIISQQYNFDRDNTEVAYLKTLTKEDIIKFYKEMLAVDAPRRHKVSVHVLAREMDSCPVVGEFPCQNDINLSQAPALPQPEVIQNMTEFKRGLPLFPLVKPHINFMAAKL
# IDE act: human IDE activators in live cells, primary screen, fluorescence polarization, HEK cells, FAbeta-B substrate; FAbeta-B cleavage; 0% vehicle, 100% cell-free pure enzyme wells; activation, % at 5.96 µM; 340,000 tested, 0.073% active;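 active = activation above the mean of all tested compounds plus 3 SD, set per screening campaign, cut at about 17% in these data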
# * marks the source's active call; other numbers are inactive results; & = joins results of further samples. Some of the compounds tested; rates above refer to the full screens.
SMILES,IDE cell inh,IDE act
C[C@@H]1COC(=O)[C@@H](CC(=O)OC(C)(C)C)C/C=C\C[C@H](CC(=O)NCCO)C(=O)N1,-1,3
COc1ccc(NC(=O)CCOc2ccccc2F)cc1S(=O)(=O)N1CCCCC1,-1,-2
CC1(NC(=O)c2cc(Cl)nc3ccccc23)CCS(=O)(=O)C1 (stereo unspecified),-2,2
CCCCNc1c(-c2cccc(SC3CCCCC3)c2)nc2ccc(Cl)cn12,3,1
Cc1noc(C)c1COc1ccccc1C(=O)N1CCN(S(=O)(=O)c2ccccc2C(F)(F)F)CC1,-2,-4
COC(=O)C[C@H]1c2cc(C(F)(F)F)ccc2S(=O)(=O)N1C1CCCCC1,1,4
O=C(COc1ccccc1/C=C1\SC(=S)NC1=O)Nc1ccc(F)cc1,5,4
C[C@@]12C(=O)Nc3cc(F)c(F)cc3C(=O)N1[C@H]1c3cc(Cl)ccc3OC[C@@H]1[C@@H]2c1ccccc1,4,5
CC1CC(NS(=O)(=O)c2cc3c4c(c2)CCN4C(=O)CC3)CC(C)(C)C1 (stereo unspecified),7,-1
CCCCn1c(N)c(N(CCC(C)C)C(=O)C2CC(=O)N(CCc3ccc(OC)c(OC)c3)C2)c(=O)[nH]c1=O (stereo unspecified),-1,3
C=CCN(c1ccccc1)S(=O)(=O)c1cccc(C(=O)NC2CCC(O)CC2)c1 (stereo unspecified),4,6
Cc1nn(-c2ccccc2)c(C)c1NC(=O)COc1ccc([N+](=O)[O-])cc1,6,5
Cc1ccc(S(=O)(=O)N2CCCN(C(=O)CNC(=O)c3cccc(C)c3)CC2)cc1,-5,-1
COc1cccc(C2=CC(=O)CC(C)(C)C2)c1,4,0
O=C(C1CCCN1C(=O)c1cccs1)N1CCN(S(=O)(=O)c2ccc(F)cc2)CC1 (stereo unspecified),1,1
CCOC(=O)C1=C(C)Nc2ccccc2N/C1=N\S(=O)(=O)c1cc(C(=O)O)ccc1Cl,7,0
COc1ccc(C)cc1NS(=O)(=O)c1ccc(Cl)nc1,-1,0
Cc1ccc(-c2cc(C(=O)Nc3c(C)n(C)n(-c4ccccc4)c3=O)c3ccccc3n2)cc1,4,7
COc1cccc(C(=O)OCC(=O)Nc2sc3c(c2C(N)=O)CCC3)c1O,6,-3
COc1ccccc1NS(=O)(=O)c1cc(NC(=O)CN2C(=O)NC3(CCCC3)C2=O)ccc1C,2,8
Cc1cc(C)c(NC(=O)CN(C)C(=O)c2ccc(OCc3ccccc3)cc2)c(C)c1,-1,5
CCc1ccccc1N1CC(C(=O)N2Cc3ccccc3CC2C(N)=O)CC1=O (stereo unspecified),-1,4
O=C(COc1cc(F)ccc1[N+](=O)[O-])N1N=C(c2cccs2)CC1c1ccco1 (stereo unspecified),4,6
CC(C)NC(=O)N(C)C[C@H]1Oc2ccc(NC(=O)Cn3cnnn3)cc2C(=O)N([C@H](C)CO)C[C@@H]1C,-2,-5
C[C@@H](OC(=O)N1CCCCC1)[C@H]1O[C@]2(C)CCCC[C@H]1O2,1,5
CN(C)c1ccc(S(=O)(=O)NCC(=O)NCCC2=CCCCC2)cc1[N+](=O)[O-],-6,1
CC(C)(C)[C@@H]1COC(=O)[C@H](Cc2ccc(F)cc2)C/C=C\C[C@@H](CC(=O)N(CCO)Cc2ccccc2)C(=O)N1,12,2
O=C(COc1ccc([N+](=O)[O-])cc1)N(C1CCCCC1)C1CCS(=O)(=O)C1 (stereo unspecified),-5,5
O=S(=O)(c1ccc(Cl)cc1)N1CCCC(c2nc(-c3ccc(F)cc3)no2)C1 (stereo unspecified),0,3
COc1cccc(-c2sc3ccc(OC)cc3c2-c2ccc(O)cc2)c1,-1,5

# Two entries from above, with two lines to a compound.
# Sequence of screens: IDE cell inh	IDE act
- Cc1nn(-c2ccccc2)c(C)c1NC(=O)COc1ccc([N+](=O)[O-])cc1
 : 6	5
- Cc1ccc(S(=O)(=O)N2CCCN(C(=O)CNC(=O)c3cccc(C)c3)CC2)cc1
 : -5	-1

# (cont.)
SMILES,IDE cell inh,IDE act
COC(=O)c1ccc(CNC(=O)COC(=O)c2cc(Cl)ccc2O)cc1,-2,2
Cc1ccc(NC(=O)CCNC(=O)c2ccccc2Cl)cc1S(=O)(=O)N1CCCCCC1,-1,-1
COc1cc([C@@H]2CC=C(C(=O)O)[C@H](c3ccc(Cl)cc3)N2S(=O)(=O)c2ccc(C)cc2)cc(OC)c1OC,0,3
CCOc1ccc(C(=O)NCC(=O)OCc2nnc(-c3ccccc3)o2)cc1OCC,2,3
COCCN(C(=O)COC(=O)c1cc(C)oc1C)c1c(N)n(Cc2ccccc2)c(=O)[nH]c1=O,3,9
CCOC(=O)c1ccc(-c2c(-c3ccccc3OC)oc3ccccc23)cc1F,4,0
CCOC(=O)C1=C(COC(=O)COc2ccccc2C=O)NC(=O)NC1C (stereo unspecified),3,4
O=C(NCc1ccc2c(c1)OCO2)c1ccccc1Cl,-4,2
CC1(c2nnc(-c3cccc(Cl)c3)o2)CC(c2ccc(Br)cc2)=NO1 (stereo unspecified),5,2
O=C(N[C@@H](Cc1ccccc1)C(=O)OCc1ccccc1)c1nc[nH]c1C(=O)NC1CCNCC1,3,-4
CCCCc1ccc(NC(=O)CN2C(=O)C3CCCCC3C2=O)cc1 (stereo unspecified),0,0
CC(C)Cc1nnc(NC(=O)C2CSC3(C)CCC(=O)N23)s1 (stereo unspecified),-6,2
CC1c2cccn2CCN1S(=O)(=O)c1ccccc1 (stereo unspecified),-5,4
C#CCOCCOCCOCCNc1nc(N2CCN(C(=O)CCCCCCCCCCNC(=O)[C@H](CCCCN)n3cc(C[C@@H](C)CC)nn3)CC2)nc(N2CCN(C(=O)CCCCCCCCCCNC(=O)[C@H](CCCN=C(N)N)n3cc(C[C@@H](C)CC)nn3)CC2)n1,-10,47*
COc1ccc(S(=O)(=O)N2CCOCC2)cc1NC(=O)CCNC(=O)c1ccc([N+](=O)[O-])cc1,5,3

# Grouped by structure: the entries above with a furan ring, fused or not (3)
SMILES,IDE cell inh,IDE act
O=C(COc1cc(F)ccc1[N+](=O)[O-])N1N=C(c2cccs2)CC1c1ccco1 (stereo unspecified),4,6
COCCN(C(=O)COC(=O)c1cc(C)oc1C)c1c(N)n(Cc2ccccc2)c(=O)[nH]c1=O,3,9
CCOC(=O)c1ccc(-c2c(-c3ccccc3OC)oc3ccccc23)cc1F,4,0

# Going on with the list:
SMILES,IDE cell inh,IDE act
COc1ccc(NC(=O)CN(C)C(=O)CSCc2ccc(C)cc2)cc1,6,6
CC1CCCC(NC(=O)c2cccs2)C1C (stereo unspecified),-2,0
C[C@@H]1CN([C@H](C)CO)C(=O)Cc2cc(NC(=O)CCC(F)(F)F)ccc2O[C@@H]1CN(C)C(=O)Nc1ccccc1,-2,-7
O=C(NCCCN1CCCC1=O)c1ccc(NS(=O)(=O)c2cccc([N+](=O)[O-])c2)cc1,-7,8
CCCCn1c(N)c(N(CCOC)C(=O)c2cccc(OCc3ccccc3)c2)c(=O)[nH]c1=O,0,-4
O=S(=O)(Nc1ccc(-c2ccc3nncn3n2)cc1)c1cccc(F)c1,-7,5
Cn1c(CCC(=O)Nc2ccc(F)cc2)nc2cc(S(=O)(=O)N3CCOCC3)ccc21,-4,1
COc1ccc(NS(=O)(=O)c2cccc(C(=O)NNC(=O)c3ccc(C)o3)c2)cc1,-2,-1
COc1ccccc1NC(=O)COc1cccc2c1CCNC2=O,6,-1
COCCN(C(=O)COC(=O)CCc1ccccc1OC)c1c(N)n(Cc2ccccc2)c(=O)[nH]c1=O,5,-4
CCC(CO)Oc1cc(NC(=O)c2ccc(N)cc2)c2ncn(C(C)C)c2c1 (stereo unspecified),7,1
Cc1cc(C)c(NC(=O)CNC(=O)c2ccc(-n3cncn3)c([N+](=O)[O-])c2)c(C)c1,-3,-4
COC(=O)[C@@]12CCCN1[C@H](c1ccc(-c3ccc(F)cc3)cc1)[C@H]1C(=O)N(C)C(=O)[C@H]12,-4,1
C=CC[C@@H](CC(=O)N(CCO)Cc1ccccc1)C(=O)NC[C@H](OC(=O)[C@@H](CC=C)Cc1ccc(F)cc1)c1ccccc1,5,8
O=C1NC[C@H](c2ccccc2)OC(=O)[C@@H](Cc2ccc(F)cc2)CC/C=C/C[C@@H]1CC(=O)N(CCO)Cc1ccccc1,-1,2
CC1=C(/C=C/C(C)=C/C=C/C(C)=C/C(=O)Nc2ccc(O)cc2)C(C)(C)CCC1,3,4&6
CC(=O)NCCc1c[nH]c2ccc(O)cc12,5,5
COc1cc(OC)cc(C(=O)OCC(=O)NC(c2ccccc2)c2ccccc2)c1,-3,3
O=C(COc1cccnc1[N+](=O)[O-])Nc1ccc(F)cc1,5,5
CCN(CC(=O)Nc1ccccc1C(F)(F)F)C(=O)c1ccc2[nH]c3c(c2c1)CC(C)CC3 (stereo unspecified),-6,5
O=C(CN1CCCCC1)N/N=C/c1cccc(C(F)(F)F)c1,5,1
Cc1ccc(S(=O)(=O)N(C)c2ccc(OC(=O)COc3ccccc3)cc2)cc1,-1,3
O=C(Nc1nncs1)C1CCCC1,-6,3
C[C@H](CO)N1C[C@H](C)[C@@H](CN(C)C(=O)Nc2ccc(C(F)(F)F)cc2)Oc2ccc(NS(=O)(=O)c3ccc(F)cc3)cc2C1=O,6,4
O=C(CSc1ccc(Br)cc1)NC1CCS(=O)(=O)C1 (stereo unspecified),0,5
CNCC[C@@H](Oc1ccc(C(F)(F)F)cc1)c1ccccc1,0,4
Cc1ccccc1NC(=O)COc1coc(CN2CCN(c3ccccc3)CC2)cc1=O,1,2
Cc1cccc(CCN2C(N(C)C)=NC[C@@H]2Cc2ccccc2)c1,-2,4
O=C(COC(=O)COc1cccc(C(F)(F)F)c1)NC(=O)NC1CCCCC1,-5,3
COc1ccc(COC(=O)CN2C(=O)NC3(CCCC3)C2=O)cc1F,-1,4
CCN(CC(=O)Nc1ccc2c(c1)OCCO2)C(=O)c1ccc(Cl)cc1Cl,4,9
CN(C)c1ccc(C#Cc2ccc3cc(CCCO)oc(=O)c3c2)cc1,0,-3
COc1ccc(OC)c(S(=O)(=O)NCC(=O)NC2CCCCCC2)c1,-3,6
O=C(OCC(=O)N(Cc1ccccc1)Cc1ccccc1)c1cccc(O)c1,-2,3
CC12CCC(=O)N1C(C(=O)NNC(=O)c1ccccc1F)CS2 (stereo unspecified),-4,-2
O=C(c1cc(-c2cccs2)nn1-c1ccccc1)N1CCN(S(=O)(=O)c2ccccc2)CC1,2,-4
Cc1noc(C)c1NC(=O)N(C)C[C@H]1Oc2ccc(NC(=O)Cc3ccccc3)cc2C(=O)N([C@H](C)CO)C[C@@H]1C,2,3
CCc1ccc(NC(=O)CCc2nc3sc4c(c3c(=O)[nH]2)CCCC4)cc1,0,-9
O=C(O)c1cccc(Nc2nc3ccccc3nc2NS(=O)(=O)c2ccccc2)c1,4,-1
Cc1ccccc1C(=O)N1CCC(C(=O)Nc2ccccc2N2CCCC2)CC1,0,4
CN(CC(=O)Nc1ccccc1Br)C(=O)CNC(=O)c1ccc2c(c1)OCO2,3,3
O=C(NC[C@@H]1CCCO1)c1cccc2c1C(=O)c1ccc(N3CCOCC3)cc1S2(=O)=O,3,3
O=C(COC(=O)c1ccc(Cl)cc1)NCC1CCCCC1,1,2
CC1(c2ccccc2)NC(=O)N(CC(=O)Nc2ccc3c(c2)CCC3)C1=O (stereo unspecified),-1,4
Nc1cc(N)nc(SCC(=O)NCC(=O)Nc2ccc(F)c(F)c2F)n1,1,3

# Look-ups from the entries so far:
# Reading for `CC1(c2nnc(-c3cccc(Cl)c3)o2)CC(c2ccc(Br)cc2)=NO1` (stereo unspecified) in IDE act: 2
# Reading for `Cc1cc(C)c(NC(=O)CN(C)C(=O)c2ccc(OCc3ccccc3)cc2)c(C)c1` in IDE act: 5
# Reading for `C=CCN(c1ccccc1)S(=O)(=O)c1cccc(C(=O)NC2CCC(O)CC2)c1` (stereo unspecified) in IDE act: 6
# Reading for `Cc1ccc(-c2cc(C(=O)Nc3c(C)n(C)n(-c4ccccc4)c3=O)c3ccccc3n2)cc1` in IDE act: 7
# Reading for `CC1c2cccn2CCN1S(=O)(=O)c1ccccc1` (stereo unspecified) in IDE act: 4

# Other records follow:
SMILES,IDE cell inh,IDE act
CN(CC(=O)Nc1cccc(F)c1)C(=O)c1cc(-c2cccs2)nn1-c1ccccc1,-6,0
O=C(COC(=O)/C=C/c1cccc(C(F)(F)F)c1)Nc1ccc(Cl)cn1,3,2
CCCCn1c(N)c(N(CC(C)C)C(=O)c2ccc(OCC3CCCO3)cc2)c(=O)[nH]c1=O (stereo unspecified),-1,8
CCCCn1c(N)c(N(CC(C)C)C(=O)CN(C)S(=O)(=O)c2ccc(C)cc2)c(=O)[nH]c1=O,0,2
CCc1ccc2nc(NC(=O)CN3C(=O)NC4(CCCC4)C3=O)sc2c1,0,2
Cc1[nH]c2ccc(C(=O)OCC(=O)Nc3cccc(S(N)(=O)=O)c3)cc2c1C,-3,-1
CCN1C(=O)c2cccc3c(S(=O)(=O)N(C(C)=O)c4ccc(OC(C)=O)cc4)ccc1c23,3,3
NS(=O)(=O)c1ccc(NC(=O)CSc2nnc(C3CC3)n2C2CC2)cc1,4,1
COc1ccc(C(=O)C(C)OC(=O)COc2ccccc2)cc1 (stereo unspecified),2,0
Cc1nn(-c2ccccc2)c(C)c1CNC(=O)c1ccc(S(=O)(=O)NCc2ccco2)cc1,1,-3
O=C(COC(=O)c1cc([N+](=O)[O-])ccc1N1CCOCC1)NC1CCCCC1,-2,2
